Assay outcomes from PubChem.
RGS4 inh: Inhibitors of Regulator of G Protein Signaling (RGS) 4: qHTS | Regulator of G-protein signaling 4 (Homo sapiens), P49798 | Transcreener GDP fluorescence polarization, RGS4-accelerated GTP hydrolysis | Potency, µM (series often up to 114 µM), for inactives: at the top dose activity change, negative = inhibition, usual class: inhibitors | 390,000 tested, 0.039% active; also: % is scaled to controls: 0 for no effect and ±100 for the full control effect; nearly all actives have a fitted effect of over 75% in size; some results filed as inactive show a strong effect at the top dose
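MLSMR compounds (23 nl, pin-transferred) preincubated 10 min at room temperature with a 500nM (2x) first reagent, then RGS4 at 900nM (2x) plus Transcreener GDP mix added; fluorescence polarization (620/688 nm) read before and after 90 min at 30 °C.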
JMJD2A Tudor inh: qHTS Assay for Inhibitors of JMJD2A-Tudor Domain; Potency, µM (series often up to 114 µM), inactives show at the highest dose activity change, negative = inhibition, actives largely listed as inhibitors; 390,000 tested, 4.4% active; AlphaScreen JMJD2A-Tudor / H3K4me3 peptide binding; Lysine-specific demethylase 4A (Homo sapiens), O75164; also: % is scaled to controls: 0 for no effect and ±100 for the full control effect; nearly all actives have a fitted effect of over 50% in size
Target sequence (O75164 whole entry, looked up, the tested form may be a part): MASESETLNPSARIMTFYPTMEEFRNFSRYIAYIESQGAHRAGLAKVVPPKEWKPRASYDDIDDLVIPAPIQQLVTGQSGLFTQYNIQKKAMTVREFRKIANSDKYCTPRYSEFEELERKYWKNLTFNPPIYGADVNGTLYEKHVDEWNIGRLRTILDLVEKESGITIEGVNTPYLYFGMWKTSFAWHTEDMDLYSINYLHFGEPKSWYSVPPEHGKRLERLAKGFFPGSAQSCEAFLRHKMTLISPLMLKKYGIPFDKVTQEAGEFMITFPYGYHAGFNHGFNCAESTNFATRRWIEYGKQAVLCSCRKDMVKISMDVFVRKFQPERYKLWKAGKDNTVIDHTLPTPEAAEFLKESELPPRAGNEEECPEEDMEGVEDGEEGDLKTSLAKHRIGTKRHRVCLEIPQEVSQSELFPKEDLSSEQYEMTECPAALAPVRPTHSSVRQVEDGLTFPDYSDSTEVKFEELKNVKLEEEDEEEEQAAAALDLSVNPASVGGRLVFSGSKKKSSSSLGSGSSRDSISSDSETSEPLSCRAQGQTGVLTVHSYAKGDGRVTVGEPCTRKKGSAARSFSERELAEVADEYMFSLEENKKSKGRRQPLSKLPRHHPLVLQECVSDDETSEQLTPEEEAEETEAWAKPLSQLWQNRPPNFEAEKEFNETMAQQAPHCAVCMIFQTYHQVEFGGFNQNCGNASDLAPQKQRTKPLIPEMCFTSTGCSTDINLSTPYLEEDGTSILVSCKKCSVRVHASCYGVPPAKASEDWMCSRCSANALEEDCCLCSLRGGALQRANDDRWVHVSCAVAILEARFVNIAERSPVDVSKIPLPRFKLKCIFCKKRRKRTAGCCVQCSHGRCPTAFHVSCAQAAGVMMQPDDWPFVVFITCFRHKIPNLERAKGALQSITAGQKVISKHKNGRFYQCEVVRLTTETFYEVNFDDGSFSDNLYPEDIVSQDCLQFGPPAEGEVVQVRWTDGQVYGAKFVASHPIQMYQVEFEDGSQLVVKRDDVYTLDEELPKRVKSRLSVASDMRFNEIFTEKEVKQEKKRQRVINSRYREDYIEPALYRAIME
ERG Ets-DNA blk: qHTS for Small Molecule Inhibitors of the ERG Ets/DNA interaction. Transcriptional regulator ERG (Homo sapiens), P11308. fluorescence polarization, His-ERG Ets domain / labelled DNA. Potency, µM (doses to about 76.9 µM), for inactives: at the top dose FP activity, negative = inhibition, most hits filed as inhibitors. 370,000 tested, 0.028% active; active = well fitted inhibition curve with a large enough effect in the polarisation, with a control signal flat; inconclusive = small, poorly fitted or top-dose-only effect, or effect the other way, or a change in a side signal; inactive = no such curve, though single readings can be large or run the other way; the % refers to the polarisation;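 also: polarization taken with two DNA probes labelled with fluorescein and Texas red; % of control where 0% means no effect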
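His-tagged ERG Ets domain (1 uM in the protein solution; 300mM KCl, 50mM Tris-HCl, 1mM EDTA, 1mM DTT, pH 7.5) received compound, then a probe mix of 5 nM fluorescein-DNA and 100nM Texas-615-DNA. Fluorescence polarization was read for both dyes.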
HP1b chromo inh: HTS for Inhibitors of HP1-beta Chromodomain Interactions with Methylated Histone Tails; AlphaScreen HP1-beta / biotin-H3K9me3 peptide binding; Potency, µM (highest dose often 114 µM), for the others: top-dose activity change, negative = inhibition, actives largely listed as inhibitors; Chromobox protein homolog 1 (Homo sapiens), P83916; 390,000 tested, 0.56% active; also: nearly all actives have a fitted effect of over 70% in size; inactives centre near 23
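AlphaScreen: HP1-beta (50 nM) preformed 30 min with biotin-H3(1-18)K9me3 peptide (50 nM) in PBS pH 7.4, 0.01% Tween-20. Compound added for 30 min at RT, then streptavidin donor/nickel chelate acceptor beads (10 ug/mL) for 30 min.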
ALOX12 inh: Primary qHTS assay for inhibitors of human arachidonate 12S-lipoxygenase (ALOX12): Round 2 | purified 12hLO, xylenol orange hydroperoxide absorbance | Potency, µM (top dose mostly 108 µM), for the others: at the highest dose activity change, negative = inhibition, usual class: inhibitors | 580,000 tested, 1.1% active | AID 1671190, 2021; also: % is scaled to controls: 0 for no effect and ±100 for the full control effect
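Purified human 12hLO at 150 nM in 25 mM Hepes, 0.01% Triton X-100, pH 7.0, preincubated 15 min at room temperature with compound. Reaction started with 40 uM arachidonic acid, 30 min at room temperature. Hydroperoxide measured by Fe-xylenol orange, 573/405 nm absorbance ratio.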
PGK inhibitor: qHTS Assay to Find Inhibitors of Phosphoglycerate Kinase; 380,000 tested, 0.043% active; Potency, µM (titrated, usually from 57.5 µM), for inactives: at the highest dose activity change, negative = inhibition, most hits filed as inhibitors; PGK/GAPDH coupled, Kinase-Glo luminescence, 60 min; AID 602233, 2012; Phosphoglycerate kinase, glycosomal (Trypanosoma brucei brucei), P07378; also: % is scaled to controls: 0 for no effect and ±100 for the full control effect; nearly all actives have a fitted effect of over 60% in size
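Recombinant glycosomal PGK reaction used 1,3-bisphosphoglycerate generated in-well by GAPDH (100nM final) in 100mM TEA pH 7.6, 5mM MgCl2, 0.01% Tween-20. After 60 minutes at room temperature, ATP was read by Kinase-Glo Plus luminescence end-point.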
TrxR1 inh: qHTS Assay for Inhibitors of Mammalian Selenoprotein Thioredoxin Reductase 1 (TrxR1): qHTS. Potency, µM (highest dose often 114 µM), for the others: at the highest dose activity change, negative = inhibition, actives largely listed as inhibitors. recombinant rTrxR1, NADPH fluorescence consumption, selenite substrate. AID 588453, 2011. 390,000 tested, 1% active. Thioredoxin reductase 1, cytoplasmic (Rattus norvegicus), O89049; also: % is scaled to controls: 0 for no effect and ±100 for the full control effect; nearly all actives have a fitted effect of over 65% in size
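Rat TrxR1 (90 nM in the dispensed reagent) was pre-reduced with 400 uM NADPH for 5 min at room temperature, then incubated with compound for 15 min. After 400 uM selenite was added, NADPH fluorescence (Ex 340/Em 450 nm) was followed for 8 min.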
GLS inh: qHTS for Inhibitors of Glutaminase (GLS) | 410,000 tested, 0.21% active | Potency, µM (series often up to 45.5 µM), for the others: top-dose activity change, negative = inhibition, actives largely listed as inhibitors | GLS enzymatic activity, qHTS titration | AID 624170, 2012; also: % is scaled to controls: 0 for no effect and ±100 for the full control effect
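hKGA in 45 mM KH2PO4 pH 8.2, 0.02% Tween-20 with pin-transferred compounds; 1 mM L-glutamine (stock) plus glutamate oxidase/HRP/Amplex Red coupling added. Fluorescence read initially and after 30 min at RT.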
Pin1 inh: qHTS Assay to Find Inhibitors of Pin1. AID 504891, 2011. 390,000 tested, 0.009% active. Pin1 FP peptide displacement, HiFluor488, 10 min. Potency, µM (doses to about 115 µM), for the others: top-dose activity, negative = inhibition, most hits filed as inhibitors; active = well fitted inhibition curve with a large enough effect in the polarisation, with a control signal flat, not every such curve was filed as active; inconclusive = small, poorly fitted or top-dose-only effect, or effect the other way, or a change in a side signal; inactive = no such curve, though single readings can be large or run the other way; the % refers to the polarisation; also: % is scaled to controls: 0 for no effect and ±100 for the full control effect
* = called active by the depositor; i = inactive; ? = inconclusive; . = no result given; & = joins results of further samples; [ ] = another dose, or the depositor's remark. Unless noted, calls follow the shape of the dose curve; as a rule, active = well fitted curve in the direction sought with a large enough effect; inconclusive = small, poorly fitted or top-dose-only effect, or another doubt; inactive = no such curve, though single readings can be large; an effect the other way counts as inactive or inconclusive. Potency is read from the fitted curve at half-maximal effect. Only part of the results is shown; count on the stated rates, not on these rows.

molecule,RGS4 inh,JMJD2A Tudor inh,ERG Ets-DNA blk,HP1b chromo inh,ALOX12 inh,PGK inhibitor,TrxR1 inh,GLS inh,Pin1 inh
C/C=C1/C[C@@H](C)[C@@](C)(O)C(=O)OCC2=CCN3CC[C@@H](OC1=O)[C@@H]23,0%,-19%,.,22%,31%[activator],.,?,.,.
COP(=O)(C#Cc1ccccc1)C(O)c1ccc(Br)cc1 (stereo not given),-10%,-6%,0%,17%,?,1%,4%[57.1 µM],-5%,-1%
CCOC(=O)c1ccc(S(=O)(=O)n2c(=O)oc3ccccc32)cc1,4%,?,-6%,19%,?,-5%,12%,26%,2%
O=C(Nc1ccc(OC(F)(F)F)cc1)Oc1ccccc1N1CCOCC1,10%,-7%,4%,34%,4%,-9%,22%,?,-1%
Nc1ccc2c3c(cccc13)-c1ccccc1-2,-41%,70%[activator],0%,184%[activator],-30%,10%,-2%,?,.
COC(=O)C1=C(c2ccc(OC(F)(F)F)cc2)C[C@@H]2CC[C@H]1N2C(=O)NCCCOC(C)C,-7%,-16%,2%,34%,5%,i,-9%,-7%,2%
Cc1nc2cc(C(F)(F)F)ccc2n1C1CCN(Cc2nnnn2Cc2cccs2)CC1,5%,-11%,0%,23%,33%[activator],i,30%[activator][57.1 µM],-6%,-2%
Cc1ccc(C)c(N2CCN(C(=O)c3cccn4c(=O)c5ccccc5nc34)CC2)c1,32%,13%,-6%,59%[activator],?,5%,7%[57.1 µM],-10%,16%
COC(=O)c1ccc(CN2CCN(Cc3ccccc3)CC2)cc1,14%,79µM*,-9%,4%,?,-6%,5%,8%,0%
O=C(COc1ccccc1)N1CCN(Cc2c[nH]c3ccccc23)CC1,8%,7.9µM*,2%,-18%,-21%,-3%,-6%,12%,7%
COc1cccc(-c2nc3c(C#N)c[nH]n3c2NC2CCCCC2)c1OC,-17%,-10%,1%,15%,2%,-8%,14%,?,-11%
OCC#CC[N+]1(CC#Cc2ccccc2)CCOCC1,-1%,-21%,1%,26%,-4%&-1%,-2%,-46%,-6%,-9%
Cn1c(C(=O)O)c(CC(=O)N2CCN(Cc3ccccc3)CC2)c2ccccc21,-38%,-8%,1%,41%[activator],23%,i,-15%,-13%,-26%
CCc1ccccc1NC(=O)N1C[C@H]2C[C@@H](C1)c1cccc(=O)n1C2,2%,-6%,-1%,14%,11%,-2%,-4%,1%,2%
C[C@H]1CCCC(=O)CCC/C=C/c2cc(O)cc(O)c2C(=O)O1,3%,3%,24%,23%,-14%,1%,-6%,27%,5%
Cc1cccn2c(=O)c3c(nc12)N1CCc2ccccc2C1C1(C3)C(=O)NC(=O)N(C)C1=O (stereo not given),-23%,-1%,1%,20%,-36%,7%,14%,1%,8%
CCN1C(=O)C(=C/C=C/c2ccco2)C(=O)N(CC)C1=S,?,50µM*,153%[activator],?,?,?,4.5µM*,7.1µM*,?
O=c1[nH]c(=O)n(CCC2=CCCCC2)c(O)c1C=Nc1cccc(F)c1,0%,-2%,-9%,23%,0%,i,-18%,-8%,2%
CN(C)P(=O)(N(C)C)N1CC1,-2%,0%,0%,15%[57 µM],4%,i,16%[57.1 µM],-14%,-5%
C=C[C@H]1CN2CC[C@H]1C[C@@H]2[C@@H](O)c1ccnc2ccccc12,-1%,-8%,-6%,17%,-7%,-3%,8%,-3%,-8%

Whole records from above.
Entry for Nc1ccc2c3c(cccc13)-c1ccccc1-2 = RGS4 inh: -41%; JMJD2A Tudor inh: 70%[activator]; ERG Ets-DNA blk: 0%; HP1b chromo inh: 184%[activator]; ALOX12 inh: -30%; PGK inhibitor: 10%; TrxR1 inh: -2%; GLS inh: ?; Pin1 inh: .
Entry for CCc1ccccc1NC(=O)N1C[C@H]2C[C@@H](C1)c1cccc(=O)n1C2 = RGS4 inh: 2%; JMJD2A Tudor inh: -6%; ERG Ets-DNA blk: -1%; HP1b chromo inh: 14%; ALOX12 inh: 11%; PGK inhibitor: -2%; TrxR1 inh: -4%; GLS inh: 1%; Pin1 inh: 2%

Grouped by structure, the entries above with fluorine.
molecule,RGS4 inh,JMJD2A Tudor inh,ERG Ets-DNA blk,HP1b chromo inh,ALOX12 inh,PGK inhibitor,TrxR1 inh,GLS inh,Pin1 inh
O=C(Nc1ccc(OC(F)(F)F)cc1)Oc1ccccc1N1CCOCC1,10%,-7%,4%,34%,4%,-9%,22%,?,-1%
COC(=O)C1=C(c2ccc(OC(F)(F)F)cc2)C[C@@H]2CC[C@H]1N2C(=O)NCCCOC(C)C,-7%,-16%,2%,34%,5%,i,-9%,-7%,2%
Cc1nc2cc(C(F)(F)F)ccc2n1C1CCN(Cc2nnnn2Cc2cccs2)CC1,5%,-11%,0%,23%,33%[activator],i,30%[activator][57.1 µM],-6%,-2%
O=c1[nH]c(=O)n(CCC2=CCCCC2)c(O)c1C=Nc1cccc(F)c1,0%,-2%,-9%,23%,0%,i,-18%,-8%,2%

Following part:
molecule,RGS4 inh,JMJD2A Tudor inh,ERG Ets-DNA blk,HP1b chromo inh,ALOX12 inh,PGK inhibitor,TrxR1 inh,GLS inh,Pin1 inh
COc1ccc(CCNCc2ccccn2)cc1OC,5%,?,15%,10%,10%,-3%,25%,-1%,-1%
S=C1Nc2ccccc2Sc2ccccc21,?,-16%,-6%,?,?,8%,-11%[57.1 µM],-1%,1%
CCOC(C(=O)OCCC[N+](C)(CC)CC)(c1ccccc1)c1ccccc1,13%,-4%,.,15%,3%,-1%,2%[11.4 µM],-4%,-5%
Cc1ccc(C(=O)O)cc1N=Nc1c(O)[nH]c(=O)[nH]c1=O,-10%,-12%,6%,10%,?,-5%,-3%[57.1 µM],41%[activator],9%
CC(Cc1cnccn1)NCc1c(C(=O)N2CCCCCCC2)nc2ccc(Cl)cn12 (stereo not given),2%,-10%,1%,29%,388%[activator],4%,12%,0%,-1%
C=C1C(=O)O[C@@H]2C[C@@H](C)[C@@H]3C=CC(=O)[C@@]3(C)[C@@H](O)[C@H]12,21µM*,-14%,-1%,40%[activator],0%[176 µM],-8%,?,2%,-7%
Nc1ncc2[nH]cnc2n1,-6%&-2%,-6%,-14%&7%,36%&39%,?,-6%,31%&30%[activator],-2%&0%,-3%&2%
CN(C)C(=O)Oc1ccc2oc(=O)cc(-c3cc4ccccc4o3)c2c1,-26%,-8%,0%,21%,0%,-3%,20%,-2%,-2%
CC(NS(C)(=O)=O)c1nnc2n1-c1ccc(Br)cc1C(c1ccccc1Cl)=NC2 (stereo not given),21%,-15%,-5%,13%,171%[activator],-10%,19%,11%,-5%
O=c1[nH]c(=O)n(C2CCCCC2)c(O)c1C1NCCc2ccccc21 (stereo not given),-14%,-3%,-4%,52%[activator],0%,3%,-11%[57.1 µM],23%,-1%
Clc1ccc(-c2nc3ccc(Cl)cn3c2CN2CCOCC2)cc1,-5%,-15%,2%,25%,350%[activator],i,10%,2%,-12%
COC(=O)C1=C(c2ccc(-c3ccccc3)c(F)c2)C[C@@H]2CC[C@H]1N2C(=O)NCc1ccco1,-22%,?,7%,1%,-14%,0%,-8%,17%,6%
Cc1cc(/C=C2\C(=O)NC(=O)N(c3cccc(F)c3)C2=O)c(C)n1-c1ccc(C(=O)O)c(Cl)c1,-33%,-35%,19%,4%,7.9µM*,?,-19%,?,-4%
Cn1c(=O)oc2cc(S(=O)(=O)NCc3cccnc3)ccc21,22%,-5%,1%,3%,0%,7%,28%,0%,?
CC(Cc1ccccc1)N1C(=O)c2ccccc2C1=O (stereo not given),1%,34%,5%,86%[activator],286%[activator],7%,8%,0%,0%
O=C(c1ccc2c(c1)OCO2)C1CCCN(Cc2ccccn2)C1 (stereo not given),-23%,-11%,9%,26%,22%,-2%,9%,-7%,3%
O=c1c2ccccc2nc(CNCc2ccco2)n1-c1ccc(F)cc1,-1%,-17%,4%,10%,7%,5%,-3%[57.1 µM],10%,11%
COc1ccc(C)cc1NC1=NCCCS1,12%,-10%,12%,15%,7%,10%,5%,-4%,0%
Fc1ccc(N2CCN(Cc3cc4c(cc3Br)OCO4)CC2)cc1,-20%,?,-4%,-11%,0%,-11%,3%[57.1 µM],2%,1%
O=C(Nc1ccc(F)cc1F)c1cccn(Cc2ccccc2)c1=O,-6%,10%,2%,28%,?,-1%,7%,0%,-1%
C[N+](C)(C)CC1CCCc2ccccc2C1=O (stereo not given),?,-2%,.,43%[activator],?,-6%,71µM*,-2%,3%
S=C=Nc1ccccn1,-6%,-1%,-2%,14%,-3%,1%,-22%,7%,0%
CN(C(=O)Oc1ccc(C(C)(C)C)cc1)c1ccccc1,-2%,102%[activator],-9%,154%[activator],-9%,-9%,16%[57.1 µM],0%,-1%
Cc1ccc(OP(=O)(Nc2cccc(C)c2)Oc2ccc(C)cc2)cc1,-23%,9%,-3%,24%,-9%,-8%,37%[activator],-1%,-17%
